High-throughput results: PubChem BioAssay, several laboratories
DAX1 inh-1: DAX1 (NR0B1) inhibitors, primary screen, cell-based, HEK293, Gal4-DAX1, luciferase luminescence. HEK293 Gal4-DAX1 luciferase reporter. inhibition, % at 6.75 µM. 0.99% of 340,000 active. AID 504766, 2011;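 active = inhibition above the mean over all tested compounds plus 3 SD, cut at about 4.2% in these data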;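 also: 0% = DAX1-transfected cells with DMSO and 100% = empty-vector control cells with DMSO; inhibition shows as a rise in luminescence from relieved DAX1 repression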
Target sequence (P51843 207-470 limits assumed): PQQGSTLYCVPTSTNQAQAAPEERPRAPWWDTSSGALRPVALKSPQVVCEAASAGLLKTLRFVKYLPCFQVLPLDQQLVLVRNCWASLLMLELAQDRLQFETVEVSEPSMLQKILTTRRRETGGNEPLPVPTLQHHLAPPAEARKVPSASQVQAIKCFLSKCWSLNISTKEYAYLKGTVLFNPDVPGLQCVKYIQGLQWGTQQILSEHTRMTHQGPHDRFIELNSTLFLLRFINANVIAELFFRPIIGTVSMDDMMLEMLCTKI
GAA850 FXN act: FXN promoter activators, primary screen, cell-based, luciferase luminescence, HEK293 lucGAA850; 0.56% of 360,000 active; HEK293 lucGAA850 FXN promoter luciferase reporter, 24 h; percent of 10 µM SAHA response; activation, % at 6 µM;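 active = activation above the average of all compounds screened plus 3 SD, cutoff fixed separately per campaign, cut at about 7.5% in these data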;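 also: 0% = DMSO wells and 100% = 10 µM SAHA wells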
hcDAF-12 act: H. contortus DAF-12 nuclear receptor activators, primary screen, cell-based, luminescence, HEK293, lit1-tk-luc reporter; HEK293 hcDAF-12 lit1-tk-luc reporter; 0% DMSO, 100% Δ7-dafachronic acid; activation, % at 6.8 µM; 1.4% of 370,000 active; AID 652067, 2013;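 active = activation above the mean of all tested compounds plus 3 SD, cut at about 5.5% in these data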;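 also: 100% = response to 3 µM Δ7-dafachronic acid high control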
NPR1 activator: GC-A stimulated cGMP production enhancers – HEK293 GC-A cells, cGMP TR-FRET, EC30 ANP, primary screen | 0.14% of 370,000 active | Atrial natriuretic peptide receptor 1 (Homo sapiens), P16066 | AID 1671463, 2021 | 0% at EC30 ANP, 100% saturating ANP | activation, % at 10 µM; in the data active = activation above about 40%
DAX1 inh-2: DAX1 (NR0B1) inhibitors on StAR promoter, primary screen, cell-based, luminescence, SF-1 (NR5A1), full-length DAX-1; HEK293T StAR-luciferase reporter, SF-1/DAX-1 repression relief; inhibition, % at 6.8 µM; 1.1% of 370,000 active; AID 652010, 2013;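 active = inhibition above the mean over all tested compounds plus 3 SD, cut at about 3.6% in these data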;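 also: 0% = DAX-1 cells with DMSO and 100% = cells lacking DAX-1 with DMSO; higher inhibition means more luminescence from relief of DAX-1 repression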
ssDAF12 agonist: S. stercoralis DAF-12 nuclear receptor activators, primary screen, cell-based, luminescence, HEK293, GRIP1 co-expression, lit1-tk-luc; 1% of 370,000 active; AID 652126, 2013; activation, % at 6.8 µM; HEK293 ssDAF-12/GRIP1 lit1-tk-luc reporter; % of 3 µM dafachronic acid response;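 active = activation above the mean over all tested compounds plus 3 SD, cut at about 0.9% in these data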;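 also: 0% = DMSO-only wells and 100% = 3 µM delta7-dafachronic acid wells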
hgDAF-12 ag: H. glycines DAF-12 receptor agonists, primary screen, cell-based, luminescence, HEK293, GAL4 fusion, UAS-luciferase; 1.8% of 370,000 active; HEK293 GAL4-hgDAF12 UAS-luciferase reporter, agonist luminescence; normalized to butyrate control; activation, % at 6.8 µM;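 active = activation above a cutoff set at the mean of all screened compounds plus 3 SD, cut at about 10% in these data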;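 also: 0% = DMSO wells and 100% = sodium butyrate wells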
ADAM17 inh: ADAM17 inhibitors, primary screen, biochemical, QFRET | inhibition, % at 6.95 µM | 0.83% of 370,000 active | recombinant ADAM17, EDANS/DABCYL FRET peptide cleavage | Disintegrin and metalloproteinase domain-containing protein 17 (Homo sapiens), P78536;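 active = inhibition above the mean of compounds lying between control limits plus 3 SD, set per campaign, cut at about 8.5% in these data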;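 also: 0% = DMSO-only wells as the low control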
Target sequence (P78536 215-824 limits assumed): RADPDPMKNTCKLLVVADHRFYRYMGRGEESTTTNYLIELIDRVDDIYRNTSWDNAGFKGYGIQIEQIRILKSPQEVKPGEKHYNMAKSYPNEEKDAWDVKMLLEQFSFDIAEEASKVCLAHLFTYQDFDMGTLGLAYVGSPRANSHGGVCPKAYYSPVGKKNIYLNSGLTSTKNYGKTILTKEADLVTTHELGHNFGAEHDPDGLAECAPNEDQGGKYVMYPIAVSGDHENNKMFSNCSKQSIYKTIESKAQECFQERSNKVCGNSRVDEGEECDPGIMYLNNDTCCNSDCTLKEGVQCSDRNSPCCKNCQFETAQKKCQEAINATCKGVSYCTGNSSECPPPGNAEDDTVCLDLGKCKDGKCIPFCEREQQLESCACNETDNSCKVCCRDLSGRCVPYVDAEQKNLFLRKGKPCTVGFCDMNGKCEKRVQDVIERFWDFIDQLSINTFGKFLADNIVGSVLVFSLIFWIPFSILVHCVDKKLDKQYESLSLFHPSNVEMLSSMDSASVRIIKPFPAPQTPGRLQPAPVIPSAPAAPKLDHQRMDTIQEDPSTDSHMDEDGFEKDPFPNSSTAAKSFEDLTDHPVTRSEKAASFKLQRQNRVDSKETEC
PG9 binder: binders of HIV-1 gp120 antibody PG9, primary screen, biochemical, TR-FRET | HIV-1 gp120 / PG9 antibody interaction | TR-FRET gp120-PG9 antibody binding | inhibition, % at 6.7 µM | 0.43% of 360,000 active | AID 624416, 2012; in the data active = inhibition above about 8.5%
SMARCA2 activ: SMARCA2 (BRM) function activators, primary screen, cell-based, luminescence, high throughput; MG213 cells, MMTV-luciferase reporter, dexamethasone, overnight; AID 652017, 2013; activation, % at 9.1 µM; 1% of 370,000 active; in the data active = activation above about 7.8%;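 also: 0% = vehicle wells and 100% = reference activator wells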
ADAM10 inh: human ADAM10 inhibitors, primary screen, biochemical, QFRET, HTS; Disintegrin and metalloproteinase domain-containing protein 10 (Homo sapiens), O14672; inhibition, % at 7 µM; 0.62% of 370,000 active; recombinant ADAM10, EDANS/DABCYL FRET peptide cleavage, 3 h;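 active = inhibition above a per-campaign cutoff equal to the mean of compounds falling between control-based bounds plus 3 SD, cut at about 20% in these data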;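 also: 0% = DMSO wells while the 100% control is not disclosed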
* marks the source's active call; other numbers are inactive results; i = inactive; · = no result given.

SMILES	DAX1 inh-1	GAA850 FXN act	hcDAF-12 act	NPR1 activator	DAX1 inh-2	ssDAF12 agonist	hgDAF-12 ag	ADAM17 inh	PG9 binder	SMARCA2 activ	ADAM10 inh
Cc1cccc(C)c1NC(=O)C1C(c2ccc3c(c2)OCO3)=Nc2ccccc2N1C(=O)c1ccccc1 (stereo not drawn)	·	·	0.2	-2.6	1.3	-1.0	-0.3	2.3	1.6	3.0	-10.5
Cc1ccccc1N1CC(C(=O)N2CCc3ccccc32)CC1=O (stereo not drawn)	0.3	-1.5	3.7	0.7	0.2	0.2	1.8	1.1	0.2	-0.8	-8.4
Cc1ccc(C)c(N(C)C(=O)c2coc(=O)c3ccccc23)c1	0.9	-0.1	-1.0	-24.9	-0.3	-0.7	-0.5	1.5	0.5	-3.1	3.8
Cc1noc(C)c1CSc1nnc(-c2ccccc2F)n1CCc1ccccc1	-0.4	-0.8	-2.8	-7.2	0.5	-1.5	-2.4	-4.7	1.1	-0.6	-1.6
NC(CC(=O)O)c1ccc(Br)cc1 (stereo not drawn)	0.7	0.6	-1.9	-0.2	-0.1	-1.5	0.8	2.5	-3.3	2.5	7.7
Cc1ccc(OCC(=O)Nc2nc(-c3ccccn3)cs2)c(C)c1	-0.6	1.7	2.9	2.4	1.1	-0.3	5.7	0.9	0.1	-0.4	-12.0
OCC[C@H]1C[C@H](O)[C@@H](O)[C@]2(CCCCO2)O1	-0.5	0.3	-1.7	2.6	0.4	-1.1	0.2	-2.9	-2.7	0.5	1.5
Cc1cccc(N2CCN(C(=O)COc3cc4oc(=O)cc(C)c4cc3Cl)CC2)c1C	0.2	-0.6	-1.3	-5.5	-0.3	-1.1	-0.9	-4.4	0.1	-0.5	-5.0
CC1CCN(c2oc(-c3ccc(F)cc3)nc2C#N)CC1	0.1	4.5	-2.1	-0.4	0.2	-1.0	3.9	-123.1	-2.1	7.8*	-284.6
Nc1[nH]nc2nc3ccccc3cc12	0.7	2.9	2.9	-7.9	1.1	-1.0	2.9	-1.8	-9.4	2.2	-2.7
O=S(=O)(c1cc(F)ccc1F)N1CCC2(CC1)OCCN2S(=O)(=O)c1ccccc1	-2.0	2.1	-1.2	0.2	-0.2	-1.1	-2.3	0.5	-2.6	3.5	10.8
CC(Sc1nnc(-c2ccco2)n1C)C(=O)NC1CCCC1 (stereo not drawn)	0.9	-0.4	-1.1	5.0	-1.0	-1.0	1.1	0.4	-1.5	1.1	0.1
CCOC(=O)CC(=O)CSc1nnc(Cn2c(=O)sc3ccccc32)n1C	-0.9	-2.0	-0.7	0.0	-0.8	-0.6	0.0	-2.5	-0.8	-1.8	1.1
CC(C)CCOc1ccc(C2CC(=O)N(C)C2=O)cc1 (stereo not drawn)	3.2	2.6	-0.3	0.2	-0.1	-1.2	2.0	2.4	-0.6	-0.5	-0.1
COC(=O)c1nn(-c2ccc(C)cc2)c2nnc(Cc3ccccc3)c(=O)n12	-0.1	1.8	1.3	0.7	0.4	-1.1	0.5	-6.7	23.1*	0.8	-11.3
O=C1C2C3c4ccccc4C(c4ccccc43)C2C(=O)N1c1cccc2cccnc12 (stereo not drawn)	-2.0	-1.9	-1.9	-11.0	-1.9	-1.6	-2.0	3.9	10.0*	-1.6	3.7
CCCOc1ccc(C2/C(=C(\O)c3c(C)[nH]c(C(=O)OC)c3C)C(=O)C(=O)N2CCN(C)C)cc1 (stereo not drawn)	0.7	2.8	-0.2	0.9	0.8	-1.5	0.3	9.9*	2.1	-4.4	-8.1
CN1CCN(C(=O)c2ccc3c(c2)NC(=O)C(N2CCOCC2)S3)CC1 (stereo not drawn)	-0.7	-4.3	-0.6	-3.0	0.3	-1.0	-0.2	-2.5	2.1	0.9	-1.5
O=C(O)CNc1nc(-c2ccccc2)c2cc([N+](=O)[O-])ccc2n1	-0.7	2.6	-0.5	6.2	-0.1	-0.8	-0.3	6.5	0.4	2.5	8.2
COc1cc(C(=O)NNC(=O)/C=C/c2ccccc2)cc(OC)c1OC	1.3	1.4	0.3	-5.2	0.6	-1.7	2.2	-4.9	-1.3	-6.0	-1.4
COC(=O)c1cn(C(=O)c2ccccc2Cl)c2ccccc12	0.4	2.3	-1.7	-7.6	-0.5	-1.5	0.5	0.4	-2.7	1.1	1.1
COc1cc([N+](=O)[O-])ccc1-c1ccc(/C=C2\C(=O)ON=C2c2ccccc2)o1	1.9	0.8	0.0	25.1	-0.2	-1.0	3.1	-1.9	0.2	0.6	1.1
CC(=O)c1c(C)nc(-c2ccc(OCC(=O)Nc3ccccc3)cc2)n1O	1.2	-1.4	-0.9	-0.2	0.3	-1.3	0.6	-0.2	-3.7	1.8	-1.0
CN(C)S(=O)(=O)N1CCN(c2cc(Cl)ccc2Cl)CC1	-0.6	1.7	-1.8	-1.9	0.1	-1.0	-0.7	-3.2	2.4	-5.0	-8.1
CCC(N)C12CC3CC(CC(O)(C3)C1)C2 (stereo not drawn)	0.7	2.1	-2.0	1.6	0.3	-1.2	0.2	1.2	-0.2	-0.1	-10.6

Following part:
SMILES	DAX1 inh-1	GAA850 FXN act	hcDAF-12 act	NPR1 activator	DAX1 inh-2	ssDAF12 agonist	hgDAF-12 ag	ADAM17 inh	PG9 binder	SMARCA2 activ	ADAM10 inh
Cc1ccccc1CN1C(=O)CSCC1(C)C(=O)Nc1c(C)cccc1C (stereo not drawn)	·	·	-1.6	0.6	-0.2	-0.4	0.2	-3.5	-0.1	-1.6	-2.2
CCC(C)NC(=O)CNC(=O)Cn1c(C)cc2ccccc2c1=O (stereo not drawn)	1.7	0.3	-1.8	2.0	-0.6	-1.5	-1.0	-14.7	-0.8	-1.6	-48.7
COc1ccc(/C=C/C(=O)NC(=S)NNC(=O)Cc2cccs2)cc1OC	-0.2	1.2	-1.5	-2.1	0.4	-0.5	1.0	-7.2	-0.7	3.3	-10.2
Cc1cc(Br)c(Cl)cc1NC(=O)CN1C(=O)C2C3CC(c4ccccc4)C(C3)C2C1=O (stereo not drawn)	0.1	0.1	-0.2	1.3	-0.1	-1.3	-1.4	4.3	0.4	-5.4	13.0
O=C(Nc1ccccc1F)n1ncc2cc(Cl)ccc21	0.3	4.1	1.7	4.4	0.5	-0.8	3.1	-3.4	0.4	1.0	-4.7
O=C1C2CC=CCC2C(=O)N1c1ccc(NCCc2ccc(Cl)cc2)c([N+](=O)[O-])c1 (stereo not drawn)	-1.0	3.6	0.9	6.9	-0.5	-0.9	-2.2	0.1	-1.5	1.0	5.5
CCO[C@@H]1OC(C(=O)O)=C[C@H](c2csc3ccccc23)[C@H]1CCCO	0.5	-0.1	0.7	-2.1	1.0	-1.2	1.5	-5.7	1.0	-0.2	-2.4
CCN(CCNC(=O)C1CCCN(c2ncnc3c2nc2n3CCCCC2)C1)Cc1ccccc1 (stereo not drawn)	0.9	0.0	-2.6	-7.4	0.5	-1.3	1.3	-0.8	-0.1	-0.6	-0.3
Cc1ccccc1CC(=O)Nc1ccc2c(c1)c(=O)n(C)n2-c1ccccc1F	·	0.3	-0.6	4.5	-0.3	-1.2	4.6	-376.8	1.2	2.1	i
CC(C)(C)c1ccc(C(=O)CCC(=O)OCC(=O)NCCc2ccc(S(N)(=O)=O)cc2)cc1	-0.7	-3.1	-4.2	1.0	-0.6	-2.5	-5.5	3.1	-2.0	-7.8	-3.1
Cc1ccccc1CNC(=O)C(=O)NCC1CCCN1S(=O)(=O)c1cccs1 (stereo not drawn)	-0.3	-0.3	-0.6	7.0	0.2	-1.1	-1.2	-2.9	0.1	1.4	-8.4
COc1ccc(C(=O)NCC(=O)OCC(=O)c2c(C)[nH]c3ccccc23)cc1OC	-0.3	0.1	0.8	3.8	0.4	-0.5	-0.1	3.0	-0.2	-5.2	-8.9
O=C(N1CCN(c2ccccc2F)CC1)C12CC3CC(CC(C3)C1)C2	-0.6	-0.2	-1.0	7.2	0.3	-0.9	-1.9	-0.3	0.6	-0.7	-4.9
Cc1ccc(-n2nc(C(=O)NCc3ccc(C)o3)c3c4ccccc4n(C)c3c2=O)cc1	-0.1	0.6	-1.0	0.6	0.1	-0.5	-1.6	-5.7	-2.2	-3.2	-15.3
CNS(=O)(=O)c1cccc(C(=O)OCC(=O)N2CC(C)OC(C)C2)c1 (stereo not drawn)	-0.4	0.8	-0.3	1.5	-0.1	-0.5	1.3	0.4	0.0	-1.7	-6.5
Cc1ccc(S(=O)(=O)N2CCOCC2)cc1NC(=O)C(c1ccc(Cl)cc1)C(C)C (stereo not drawn)	-1.8	1.6	-2.2	-6.8	0.1	-1.2	-0.7	2.7	-0.1	-2.0	1.8
O=C(CNc1ccc2c(c1)OCO2)N/N=C\c1ccccc1Cl	0.1	1.9	-1.9	-0.9	-0.1	-0.8	0.9	2.3	-1.7	-1.6	0.0
Cc1ccc(C(=O)Nc2ccc(S(=O)(=O)N3CCOCC3)cc2)cc1C	-2.1	-0.6	0.0	4.1	0.1	-0.8	1.2	-3.0	-0.1	1.9	4.7
COc1ccc(CCN2C(=O)c3ccccc3C2c2nnnn2C(C)C)cc1OC (stereo not drawn)	·	·	-1.1	-3.2	3.0	-1.5	-0.4	-5.5	-0.5	-2.3	-6.0
COC(=O)CCC/C=C1/SCC(NC(=O)c2ccccc2)C1NC(C)=O (stereo not drawn)	0.6	0.2	-0.6	5.1	0.8	-1.2	1.0	-2.5	3.2	-3.1	-6.1
Cc1cccc(C(=O)NNC(=O)c2ccc(-c3ccccc3)cc2)c1	1.4	-0.3	-2.1	-1.0	-0.3	-1.4	0.5	-1.4	-0.1	2.6	3.9
COCC(COCCCNC(=O)Nc1ccc(Br)cc1)OC (stereo not drawn)	0.9	0.5	-1.1	1.9	0.0	-1.1	1.9	-1.1	-0.5	-4.2	2.5
c1ccc2c(c1)nc(NC1CCCCC1)c1nncn12	0.3	1.6	-2.3	9.8	-0.6	-1.7	-1.2	-4.5	1.1	-3.3	-11.9
Cc1cc(C)c(C)c(S(=O)(=O)NCc2ccc(C(=O)N3CCOCC3)cc2)c1C	0.0	-0.1	0.2	-3.7	-0.2	-0.9	-0.4	-2.1	-0.4	0.2	-2.0
CCOc1ccc2nc(N(CCN(CC)CC)C(=O)c3ccc([N+](=O)[O-])cc3)sc2c1	-1.1	-0.6	0.1	-0.9	0.6	-1.3	2.0	-4.0	1.1	2.8	8.2
O=C(Cc1ccc(NC(=O)C2CCCN(C(=O)C3CCCC3)C2)cc1)Nc1ccc(C(=O)N2CCOCC2)cc1 (stereo not drawn)	0.2	0.4	-0.9	-4.2	-0.2	-0.8	0.7	2.7	2.0	3.5	5.7

This is a random part of the collection (roughly 6.8% active in at least one column).
